Nrf2 inh: Nrf2 pathway inhibition | A549 ARE-Fluc reporter, luciferase luminescence, 18-24 h | Potency, µM (series often up to 46 µM), for the others: top-dose activity change, negative = inhibition, hits mostly inhibitors | actives 2.1% (n = 360,000) | AID 504444; also: potency is read from the fitted curve at half-maximal effect; % is scaled to controls: 0 for no effect and ±100 for the full control effect; nearly all actives have a fitted effect of over 60% in size
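Nrf2 function is reported as luminescence of an ARE-controlled luciferase in A549 cells. Compounds were tested at several concentrations, and a CellTiter-Fluor read on the same wells flagged cytotoxicity.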
HepG2 tox: counter-screen for TGF-b inhibitors: cytotoxicity in HepG2 cells. actives 0.76% (n = 410,000). AID 588856. HepG2 CAGA-GFP viability, ATP luminescence, 18 h. Potency, µM (series often up to 46.1 µM), for inactives: at the highest dose activity change, negative = cytotoxicity, actives largely listed as cytotoxic; also: potency is read from the fitted curve at half-maximal effect; some results filed as inactive show a strong effect at the top dose
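HepG2 CAGA-GFP cells (1000/well, DMEM with 1% FBS) received compound, then TGF-beta at 500 pg/mL final, and were incubated 18 hours at 37 degrees C. Viability was read by CellTiter-Glo luminescence. Media-only wells were set as complete cell-killing and DMSO as no toxicity.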
MCF10A rerep: induces DNA re-replication in MCF 10a normal breast cells; MCF 10A DNA re-replication, Hoechst nuclear intensity, 48 h; Potency, µM (series often up to 46.1 µM), without a hit: top-dose activity, positive = re-replication, hits mostly activators; actives 2.9% (n = 350,000); also: potency is read from the fitted curve at half-maximal effect; % of control where 0% means no effect; nearly all actives have a fitted effect of over 50% in size
A549 tox: counter-screen for Nrf2 inhibitors: cytotoxicity in A549 cells; A549 ARE-Fluc cells, CellTiter-Fluor viability, 18-24 h; Potency, µM (top dose mostly 46 µM), inactives show top-dose activity change, negative = cytotoxicity, most hits filed as inhibitors; actives 0.16% (n = 390,000); AID 504648; also: potency is read from the fitted curve at half-maximal effect; % is scaled to controls: 0 for no effect and ±100 for the full control effect
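A549 ARE_Fluc cells in 5% FBS OPTI-MEM were exposed to compounds in concentration-response for 18-24 h at 37 deg C. Viability was read by CellTiter-Fluor fluorescence (Ex 405/Em 525) after 30 min, before the luciferase read.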
Nrf2 activator: activates Nrf2 signaling; AREc32 ARE-luciferase reporter (MCF7-derived line), luminescence, 24 h; Potency, µM (doses to about 46.1 µM), for the others: at the highest dose activation, most hits filed as activators; actives 0.31% (n = 410,000); AID 624171; also: potency is read from the fitted curve at half-maximal effect; % of control where 0% means no effect; nearly all actives have a fitted effect of over 65% in size
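Steps: seed AREc32_Fluc cells (1000/well, 5% FBS OPTI-MEM); incubate overnight at 37 deg C; add 23 nL compound; incubate 24 hr; add Steady-Glo; hold 30 min RT; read luminescence.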
ATXN2 expr inh: ATXN2 expression inhibition; HEK-293 ATXN2-luciferase reporter, luminescence, 24 h; Potency, µM (doses to about 57 µM), for the others: at the highest dose activity change, negative = inhibition, hits mostly inhibitors; actives 0.72% (n = 360,000); also: potency is read from the fitted curve at half-maximal effect; % is scaled to controls: 0 for no effect and ±100 for the full control effect; nearly all actives have a fitted effect of over 55% in size
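qHTS (up to 57 uM final) was run with 24 h compound exposure of reporter cells at 37 °C. Each well was multiplexed: SteadyGlo luminescence measured ATXN2-luciferase expression after a fluorogenic Gly-Phe-AFC viability readout (25 uM final).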
IL1B secr inh: blocks inflammasome-driven IL-1 beta release; AID 743279; THP-1 LPS/ATP IL-1B secretion, AlphaLISA, 16 h; stronger effect = lower value; actives 4.7% (n = 360,000); activity change, % at 57.5 µM; in the data active = activity change below about -50%; inconclusive = mostly about -30% to -49%; also: % is scaled to controls: 0 for no effect and ±100 for the full control effect
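Secreted IL-1B measured by AlphaLISA bead assay after 16 h compound exposure of THP-1 cells; compounds (final up to 57.5 uM) added 1 h before LPS (250 ng/mL) and ATP (1.25 mM) stimulation; lower signal means less secretion.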
TGFb inhibitor: TGF-b pathway inhibition; HepG2 CAGA-GFP TGF-b/SMAD3 reporter, GFP fluorescence, 18 h; TGF-beta stimulated, 500 pg/mL final; Potency, µM (highest dose often 46.1 µM), for inactives: at the highest dose activity, negative = inhibition, actives largely listed as inhibitors; actives 1.2% (n = 410,000); also: potency is read from the fitted curve at half-maximal effect; % is scaled to controls: 0 for no effect and ±100 for the full control effect; nearly all actives have a fitted effect of over 65% in size
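Smad-responsive CAGA-GFP expression was quantified in HEPG2 cells exposed to compounds and 500 pg/mL final TGF-beta for 18 h at 37 degrees C; unstimulated wells defined full inhibition.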
S2 tox: viability counter-screen for ATXN expression inhibitors; S2 cells (HEK-293 line with an ATXN2-luciferase reporter) viability, CellTiter-Fluor protease fluorescence, 24 h; Potency, µM (series often up to 56.7 µM), most hits filed as cytotoxic; actives 0.49% (n = 400,000); AID 651635; also: potency is read from the fitted curve at half-maximal effect; nearly all actives have a fitted effect of over 40% in size
The depositor's hits bear a star; i = inactive; ? = inconclusive; / = no result given; & = joins results of further samples; [ ] = another dose, or the depositor's remark. Unless noted, calls follow the shape of the dose curve; as a rule, active = well fitted curve in the direction sought with a large enough effect; inconclusive = small, poorly fitted or top-dose-only effect, or another doubt; inactive = no such curve, though single readings can be large; an effect the other way counts as inactive or inconclusive.

item | Molecule | Nrf2 inh | HepG2 tox | MCF10A rerep | A549 tox | Nrf2 activator
1 | CCC(C)[C@H](NC(=O)C1CC(=O)N(c2ccc(OC)cc2)C1)C(=O)N1CCCCC1 (stereo partly specified) | 4% | -2% | 0% | 0% | -0.5%
2 | O=C(Oc1ccc(=O)n(-c2ccccc2)n1)c1cccc(Cl)c1 | / | -1% | -1% | -5% | -0.5%
3 | Cc1cccc2cc(CN(CC3CCCO3)S(=O)(=O)c3ccccc3)c(=O)[nH]c12 (stereo unspecified) | 11% | -16% | -1% | -11% | -0.9%
4 | O=C(NCc1ccc(F)cc1)C1CCCN1C(=O)Nc1ccc(Cl)cc1 (stereo unspecified) | 1% | 0% | 2% | 2% | -0.8%
5 | Cc1cc(NC(=O)CSc2nnc(NCc3ccccc3)s2)no1 | -7% | -2% | 0% | 2% | 0.4%
6 | COc1cccc(NCc2nnc(SCC(=O)NC3CCS(=O)(=O)C3)n2C2CCCCC2)c1 (stereo unspecified) | 4% | -17% | 3% | 1% | -0.8%
7 | CC1(C(=O)NS(=O)(=O)C2CC2)CCCN(C(=O)c2cccc(C(F)(F)F)c2)C1 (stereo unspecified) | / | 1% | / | / | -0.8%
8 | Cc1ccc(SCc2ccc(C(=O)Nc3cc([N+](=O)[O-])ccc3C)cc2)cc1 | 15µM* | -14% | -7% | -9% | -0.3%
9 | Cc1cccc(-n2c(-c3ccoc3C)n[nH]c2=S)c1 | 2% | 12% | 18% | 0% | -0.6%
10 | CCn1cc(C2=NC(C)(C)CO2)c2ccccc21 | / | -7% | -22% | -1% | -0.4%
11 | COc1ccc(-n2c(=O)c3ccc(C(=O)NCc4ccc(C)cc4)cc3n(Cc3ccc(C)cc3)c2=O)cc1 | 26% | 2% | / | -1% | -0.2%
12 | COc1ccc(N2CCN(S(=O)(=O)CCNC(=O)/C=C/c3ccc4c(c3)OCO4)CC2)cc1 | ? | -1% | 11% | ? | 0.0%
13 | O=C(NC(Cc1ccccc1)c1ccc2c(c1)OCCCO2)c1ccccc1 (stereo unspecified) | -24% | -10% | 11% | -1% | 0.1%
14 | COc1cc(C(=O)Oc2ccccc2OC(=O)c2cc(OC)c(OC)c(OC)c2)cc(OC)c1OC | 2% | 10% | 3% | -7% | -0.1%
15 | CCNc1nc(NCC)n2c(SCC(=O)NCC3CCCCC3)nnc2n1 | 1% | 13% | 3% | -2% | 0.0%

item | ATXN2 expr inh | IL1B secr inh | TGFb inhibitor | S2 tox
1 | 3% | 4 | 1% | i
2 | 0% | 5 | 0% | i
3 | 1% | -25 | 11% | i
4 | / | 0 | -16% | i
5 | / | 15 | -4% | i
6 | 7% | -1 | -14% | i
7 | 4% | 40 | 23% | i
8 | -21% | -12 | -14% | i
9 | 3% | 17 | -4% | i
10 | 3% | 10 | 1% | i
11 | 10% | / | 1% | i
12 | 5% | 11 | 17% | i
13 | 4% | -21 | -2% | i
14 | -16% | 40 | 0% | i
15 | -23%[11.3 µM] | -7 | 0% | i

Further records:
item | Molecule | Nrf2 inh | HepG2 tox | MCF10A rerep | A549 tox | Nrf2 activator
16 | Cc1ccc(NC(=O)c2oc3ccc(S(=O)(=O)N4CCC5(CC4)OCCO5)cc3c2C)cc1C | ? | -1%&1% | 3% | -1%&3% | 0.4%&2.2%
17 | Cc1ccc(NC(=O)COC(=O)COc2cccc3c2OC(C)(C)C3)c(C)c1 | -1% | 4% | -1% | -13% | 0.0%
18 | COc1ccccc1S(=O)(=O)Cc1ccc(C(=O)NC(C)c2ccc3c(c2)OCCO3)o1 (stereo unspecified) | -21% | -36% | 7% | -5% | 0.1%
19 | CC1=C(C(=O)O)N2C(=O)C(NC(=O)c3ccccc3Cl)C2SC1 (stereo unspecified) | 15% | -2% | 1% | -1% | -0.1%
20 | C=CCNc1nc2ccccc2nc1NS(=O)(=O)c1cccs1 | -6% | -47% | 1% | 2% | -0.4%
21 | OCC[C@H]1C[C@H](O)[C@@H](O)[C@@]2(CCCCO2)O1 | 3% | -3% | 0% | 0% | -0.9%
22 | COC(=O)C1=C(C)OC(N)=C(C#N)C1c1cc(C)sc1C (stereo unspecified) | 12% | -15% | 12% | 0% | 9.2%
23 | Cc1ccc2[nH]c(CCN(C)C)c(CC#N)c2c1 | 11% | -1% | -1% | 24% | -0.3%
24 | Cc1ccc(NS(=O)(=O)c2cccc(C(=O)N3CCCCCCC3)c2)cc1 | ? | -9% | 29% | ? | -0.2%
25 | O=C1CC(c2ccccc2)Cc2nc(NC3CC3)ncc21 (stereo unspecified) | 4% | -15% | -2% | -1% | -0.7%
26 | CC(=O)Nc1ccc(NC(=O)CSc2nccn2C)cc1 | 17% | 1% | / | -11% | -0.5%
27 | O=NN(CC(=O)NN=CC=Cc1ccccc1)CC(=O)NN=CC=Cc1ccccc1 | / | -25% | / | / | 4.5%
28 | COC(C[C@@H](O)C[C@H](O)[C@@H](C)OCc1ccccc1)OC | -8% | 1% | 23% | 0% | -1.3%
29 | CCCOC(=O)c1ccc(S(N)(=O)=O)o1 | 3% | 8% | -5% | -1% | -0.6%
30 | CC(=O)Nc1ccc(S(=O)(=O)NCCC(=O)OCC(=O)c2ccc(F)c(F)c2)cc1 | 22% | 0% | -2% | 2% | -0.2%

item | ATXN2 expr inh | IL1B secr inh | TGFb inhibitor | S2 tox
16 | -10% | 0 | -16%&-27% | i
17 | 6% | 10 | ? | i
18 | 1% | ? | -2% | i
19 | 18% | 13 | 1% | i
20 | 2% | 22 | 1% | i
21 | 7% | 28 | 4% | i
22 | -15% | -24 | -4% | i
23 | -13% | 9 | 6% | i
24 | -12% | -3 | 62%[activator] | i
25 | -12%[11.3 µM] | 42 | 1% | i
26 | 17% | / | 13% | i
27 | 3% | 47 | 6% | ?
28 | 1% | 5 | ? | i
29 | 1% | 32 | -19% | i
30 | -5% | -15 | 5% | i

(further entries)
item | Molecule | Nrf2 inh | HepG2 tox | MCF10A rerep | A549 tox | Nrf2 activator
31 | CCOc1ccc(C(=O)NCc2cccnc2)cc1[N+](=O)[O-] | -5% | -4% | -11% | -2% | 2.2%
32 | COc1cc2c(cc1OC)C(c1cccs1)N(C(=O)c1ccncc1)CC2 (stereo unspecified) | 14% | 1% | ? | -2% | 3.1%
33 | CCCCc1nc(Cl)c(C#N)c2c1CSC(C)(C)C2 | -26% | -12% | 23µM* | ? | 2.1%
34 | Cc1ccc(CCNC(=O)C2CCN(S(=O)(=O)c3ccc4c(c3)NC(=O)CO4)CC2)cc1 | -6% | -20% | 15% | 2% | -0.7%
35 | CC1=C(C(=O)N2CCOCC2)CC(CC(=O)NCc2cccc3ccccc23)C(=O)N1Cc1ccc(F)cc1 (stereo unspecified) | / | 1% | / | / | -0.5%
36 | CC(C)CNC(=O)C(=O)NCc1ccccn1 | 20% | 6% | -1% | -5% | -1.0%
37 | O=C(CSc1nnc(COc2cccc3cccnc23)o1)c1ccc(F)cc1 | -4% | -19% | -7% | -14% | 2.8%
38 | Cc1cc(=O)oc2cc(OCC3CC(c4ccc(Cl)cc4)=NO3)ccc12 (stereo unspecified) | ? | -22% | ? | -21% | -0.3%
39 | CC1CCN(C(=O)Cn2cc(C#N)c3ccccc32)CC1 | 4% | -37% | 11% | -7% | -0.6%
40 | Cc1cccc(OCC(=O)Nc2ccc(-c3nc4cc(C)ccc4o3)c(O)c2)c1 | -8% | 2% | / | -4% | 5.4%
41 | COc1ccc(Cn2c(-c3ccc(OC)cc3)nc3ccccc32)cc1 | 9% | 13% | -8% | -3% | -0.1%
42 | CN(C)CCN(C(=O)c1ccc2c(c1)CCCC2)c1nc2c(F)cccc2s1 | ? | -10% | -1% | 1% | 2.8%
43 | CCn1ncc(Cl)c1C(=O)NC(=S)Nc1c(C)cc(C)cc1[N+](=O)[O-] | -11% | -8% | -1% | 1% | 0.3%
44 | COc1ccc(C(=O)NNC(=S)NC(=O)c2ccccc2)cc1 | ? | -17% | 26% | -9% | 2.7%
45 | COc1cccc(C2CC(c3ccc(Cl)cc3)Nc3nc(N)nn32)c1 (stereo unspecified) | 4% | 3% | 7% | -1% | -1.2%
46 | COc1ccc(N2CCN(C(CNC(=O)C(=O)NCCc3ccccc3)c3cccnc3)CC2)cc1 (stereo unspecified) | -16% | -7% | / | -10% | -0.8%

item | ATXN2 expr inh | IL1B secr inh | TGFb inhibitor | S2 tox
31 | 22% | 0 | ? | i
32 | -21% | 0 | 5% | i
33 | / | 46 | -14% | i
34 | -31% | 19 | -10% | i
35 | 18% | 9 | 0% | i
36 | -13% | 1 | 8% | i
37 | -20% | -3 | ? | ?
38 | -10% | 46 | -3% | i
39 | -3% | 2 | 20% | i
40 | 16% | / | 6% | i
41 | -4% | -14 | -1% | ?
42 | 10% | -20 | 0% | i
43 | -17% | -20 | -26% | ?
44 | ? | 68 | 2% | ?
45 | -1% | -12 | 3% | i
46 | -2% | / | -30% | i
